Compound activity: PubChem, several laboratories
KCNQ2 inh = KCNQ2 potassium channel inhibitors, primary screen, cell-based, CHO-K1, FluxOR thallium flux, B-score (AID 2156); Potassium voltage-gated channel subfamily KQT member 2 (Rattus norvegicus), O88943; 20 min; stronger effect = lower value; B-score at 10 µM; hit rate 1.1% among 310,000;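 active = fluorescence ratio B-score at most minus 3 library SDs, with starting brightness B-score within 2 library SDs, cut at about -5.5 in these data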
Target sequence (O88943 whole entry, looked up): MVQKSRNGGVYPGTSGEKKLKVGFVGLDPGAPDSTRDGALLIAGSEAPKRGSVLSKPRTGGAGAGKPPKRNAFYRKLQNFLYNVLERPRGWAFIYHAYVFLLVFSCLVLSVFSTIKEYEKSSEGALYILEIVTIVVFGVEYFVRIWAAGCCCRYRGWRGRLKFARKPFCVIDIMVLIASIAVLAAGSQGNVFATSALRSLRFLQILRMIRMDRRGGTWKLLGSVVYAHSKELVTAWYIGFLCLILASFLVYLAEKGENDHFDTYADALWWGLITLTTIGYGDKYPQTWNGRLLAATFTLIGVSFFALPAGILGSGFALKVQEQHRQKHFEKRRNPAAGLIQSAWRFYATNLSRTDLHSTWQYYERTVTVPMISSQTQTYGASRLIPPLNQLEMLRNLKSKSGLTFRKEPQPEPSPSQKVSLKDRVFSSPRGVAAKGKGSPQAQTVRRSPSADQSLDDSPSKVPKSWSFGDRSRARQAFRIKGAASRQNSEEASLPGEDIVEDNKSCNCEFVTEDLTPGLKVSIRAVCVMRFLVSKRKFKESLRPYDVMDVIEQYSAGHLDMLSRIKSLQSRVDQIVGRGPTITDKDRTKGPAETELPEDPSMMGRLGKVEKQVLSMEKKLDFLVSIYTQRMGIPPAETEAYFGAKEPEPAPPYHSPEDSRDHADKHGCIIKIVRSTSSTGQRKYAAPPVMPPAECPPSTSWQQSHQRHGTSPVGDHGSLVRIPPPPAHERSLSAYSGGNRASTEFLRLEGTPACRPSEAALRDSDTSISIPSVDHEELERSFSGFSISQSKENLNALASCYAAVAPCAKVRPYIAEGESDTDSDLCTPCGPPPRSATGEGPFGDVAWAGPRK
OX1R antag = antagonists of human orexin 1 receptor (OX1R); OX1R-expressing cells, FRET antagonist read-out; Orexin/Hypocretin receptor type 1 (Homo sapiens), O43613; hit rate 1.8% among 330,000; AID 485270, 2010; inhibition, % at 6.6 µM; in the data active = inhibition mostly above about 38%, no sharp cut-off; inactive = mostly below about 40%;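 also: 0% = agonist challenge alone and 100% = reference antagonist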
STK33 inh = inhibitors of purified STK33 kinase, primary screen, biochemical, ADP-Glo luminescence, homogeneous, cell-free. Serine/threonine-protein kinase 33 (Homo sapiens), Q9BYT3. MBP phosphorylation. inhibition, % at 10 µM. hit rate 0.073% among 320,000;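 active = inhibition at or above 25%, using the most active replicate where run in duplicate; inactive = inhibition below 25%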
Active calls of the source: *; i = inactive; x = no result given.

SMILES	KCNQ2 inh	OX1R antag	STK33 inh
COC(=O)c1sc(-c2ccc(Cl)cc2)cc1NC(=O)c1ccccc1C(=O)O	i	7	-0.9
COc1ccc(N2CCN(CC(O)COc3ccc4c(c3)CCC4)CC2)cc1 (stereo not given)	i	20	-2.0
CC(Oc1ccc(-c2nnco2)cc1)C(=O)N1CCOCC1 (stereo not given)	i	5	-1.2
Cc1ccc(N(CC(=O)NC(C)(C)C)C(=O)CNC(=O)c2cccs2)cc1	i	27	0.0
O=C(COC(=O)C1CC(O)CN1S(=O)(=O)c1ccc(Cl)cc1)c1ccccc1 (stereo not given)	i	6	-0.9
CCOC(=O)Cn1c(=N)n(CCOc2cccc(C)c2)c2ccccc21	x	-5	-0.2
CCOc1ccc(S(=O)(=O)NNS(=O)(=O)c2ccc(C)cc2C)cc1	i	13	1.7
CC(=O)N1CCN(S(=O)(=O)c2cccc(C(=O)OCC(=O)N(CCC#N)c3ccc(F)cc3)c2)CC1	x	6	-0.8
CCCOc1ccc(C(=O)c2nc3c(n2O)CCCCC3)cc1	i	16	-0.2
O=C(CN1C(=O)COc2ccc(Cl)cc21)N1CCCCC1	i	27	-2.9
O=C(CSc1nnc(COc2cccc3cccnc23)o1)N1CCN(C(=O)c2ccco2)CC1	i	11	1.6
COc1ccc(C(=O)NCCC2=CCCCC2)cc1OC1CCN(C(C)C)CC1	i	22	0.4
C=C(C)c1cccc(C(C)(C)NC(=O)NNC(=O)c2ccccc2O)c1	i	41	-0.2
COC(=O)c1c(NC(=O)c2ccco2)sc2c1CC(C)(C)NC2(C)C	i	3	1.0
O=C1CC(c2cccc(F)c2)C2=C(CCCC2=O)N1 (stereo not given)	i	8	-0.9
COc1cccc(NC(=O)C2CCCO2)c1 (stereo not given)	i	-11	-0.1
O=C(CSc1nnc2ccc(-c3ccccc3)nn12)NCC1CCCO1 (stereo not given)	i	27	-0.9
COC(=O)c1cc(C(=O)CC(C)C)c[nH]1	i	18	-0.1
CC1Cc2c([nH]c3ccccc23)C(=O)N1 (stereo not given)	i	13	0.3
O=C(COC(=O)c1ccc2c(=O)n3c(nc2c1)CCC3)NC1CCS(=O)(=O)C1 (stereo not given)	i	8	-0.8
COc1ccc(CCNS(=O)(=O)CCNC(=O)c2ccc3c(c2)OCO3)cc1	i	7	-2.2
O=C(c1ccccc1)c1c[nH]cc1-c1ccccc1	i	18	-0.9
COc1ccc(C(=O)Nc2nc(C)c(C(=O)N(C)C)s2)cc1OC	i	8	-3.2
Cc1ccc(S(=O)(=O)NCCc2cc3ccc(C)c(C)c3[nH]c2=O)cc1	i	56	-1.8
Cc1ccccc1-n1c(SCC(=O)N2CCN(c3ccccn3)CC2)nnc1N1CCOCC1	x	-5	-0.9

Following part
SMILES	KCNQ2 inh	OX1R antag	STK33 inh
Cc1oc(-c2cccc3ccccc23)nc1CN1CCN(c2ncnc3ccccc23)CC1	i	30	-0.4
Cc1ccc(CNC(=O)c2cc3c(s2)CN(Cc2ccccc2)C3)cc1	i	19	-0.4
O=C(c1cn(-c2ccccc2)nc1-c1ccncc1)N1CCCCC1	i	9	-1.7
C/C(=N\NC(=O)c1ccc(O)cc1)c1ccc(NC(=O)Cc2ccccc2)cc1	i	x	0.1
O=C(NC(=S)N1CCCc2ccccc21)c1ccco1	i	9	-0.3
COc1ccc(CNC(=O)CN(Cc2ccccc2)C(=O)CCC(=O)Nc2nccs2)cc1	i	15	-0.9
Cc1ccc(S(=O)(=O)NN2C(=O)c3ccccc3NC2c2ccco2)cc1 (stereo not given)	i	29	-2.3
Cc1cccc(NC(=O)CSc2nnc([C@H](C)NC(=O)OC(C)(C)C)o2)c1C	i	1	-0.6
CN(c1ccccc1)S(=O)(=O)c1cccc(C(=O)OCC(=O)Nc2ccc(C(N)=O)cc2)c1	x	7	1.8
COc1ccc(NC(=S)N(CCCN2CCC(C)CC2)Cc2cccs2)cc1	i	5	0.2
CC(C)CC(NC(=O)OC(C)(C)C)c1cn([C@@H](CCC(=O)OC(C)(C)C)C(=O)N2CCN(C(=O)OC(C)(C)C)CC2)nn1 (stereo not given in full)	i	25	1.0
Cc1c(Cl)ccc2c1NC(=O)C21NC(CCC(N)=O)[C@H]2C(=O)N(c3ccc(Cl)cc3)C(=O)[C@H]21 (stereo not given in full)	i	6	-2.7
O=C(c1ccccc1)N1N=C(c2ccccc2)CC1c1ccccc1 (stereo not given)	i	-4	-0.8
O=C(c1ccc2ncsc2c1)N1CCN(c2ccc(O)cc2)CC1	i	18	0.7
COc1ccc(OC)c(C2NC(=O)NC(C)=C2C(=O)Nc2ccc(C)cc2C)c1 (stereo not given)	i	16	-1.2
O=C(NCCOc1ccc(Cl)cc1)c1cccc(S(=O)(=O)N2CCCC2)c1	x	6	1.3
CNC(=O)C(=O)NCCc1ccc(Cl)cc1	i	23	-1.7
CCNC(=O)CC1C(=O)N(c2ccccc2)C(=O)N1CCc1ccc(OC)c(OC)c1 (stereo not given)	i	10	-0.1
CC(C)C(NC(=O)C12CC3CC(CC(C3)C1)C2)C(=O)N/N=C/C1=C(N2CCOCC2)C(=C\c2ccc([N+](=O)[O-])cc2)/CC1 (stereo not given)	i	4	-0.7
COc1ccc(-n2ncc3c2CC(C)(C)CC3NC(=O)c2cnc(C)cn2)cc1 (stereo not given)	i	11	-0.5
c1nc(N2CCCCC2)c2[nH]cnc2n1	i	1	13
O=C(NCc1ccco1)/C(=C\c1ccco1)NC(=O)c1cccs1	i	15	-2.2
O=C(Nc1c(F)c(F)c(F)c(F)c1F)NC1CCCCC1	i	14	-0.6
COc1ccc(/C=N/n2c(=S)n(C)c3ccccc32)cc1OC	i	10	-1.8
Cc1cccc2nc(CSc3nnnn3-c3ccccc3)cn12	i	9	0.0

Later entries.
SMILES	KCNQ2 inh	OX1R antag	STK33 inh
O=C(NCCN1CCOCC1)N1CCOCC1	i	5	0.5
CCc1ccc(C(=O)COC(=O)c2cccc(N3C(=O)c4c(C)nc5ccccc5c4C3=O)c2)cc1	i	7	-1.2
CCN(CC)S(=O)(=O)c1ccc(OC)nc1	i	6	0.4
Cc1nc2scc(C)n2c(=O)c1S(=O)(=O)Nc1ccc(N2CCOCC2)cc1	i	7	-1.1
CCNS(=O)(=O)c1ccc(CCC(=O)N2CCN(c3ccccc3)CC2)cc1	i	7	-0.3
COc1coc(/C=C/C(=O)O)cc1=O	i	20	-0.3
CC1(C)Cc2c(C#N)c(N3CCCC3)nc(-c3ccco3)c2CO1	-9.1*	5	-0.5
CCc1nnc(NC(=O)CSc2n[nH]c(-c3ccccc3O)n2)s1	i	20	1.6
CCN(c1ccccc1)S(=O)(=O)c1ccc(C(=O)Nc2nnc(CSC)o2)cc1	i	24	-0.4
Cc1cccc(C(=O)NCCc2nnc(SCC(=O)Nc3cccc(C(=O)O)c3)n2C)c1	i	x	-2.8
O=C(c1ccc(Cl)cc1)c1nnc(-c2ccncc2)o1	i	40	3.8
CC(C)n1c(O)c(/C=C2\C=Nc3ccccc32)sc1=Nc1ccccc1	i	34	-0.1
Cc1ccc(C)c(-c2[nH]ncc2CN2CCCC(CO)(Cc3ccccc3C)C2)c1 (stereo not given)	i	4	1.4
CC1CCC(NC(=O)CN2C(=O)c3ccccc3S2(=O)=O)CC1 (stereo not given)	x	4	-1.3
C=CCn1c(SCC(=O)O)nnc1-c1ccccc1	i	5	-2.9
Clc1ccc(-n2cc(-c3ccc(Br)cc3)[n+]3c2CCCCC3)cc1	i	-1	0.4
O=C(Cn1c(NCCO)nc2ccccc21)Nc1cccc(S(=O)(=O)N2CCCC2)c1	x	15	0.1
O=C(NCCCn1ccnc1)c1cc(-c2ccc(Br)cc2)on1	i	15	-1.1
COc1ccc(CCN(C)C(=O)c2c(C)noc2C)cc1OC	x	3	-1.1
COc1cccc(-c2nc(CS(=O)(=O)CC(=O)Nc3ccc(F)cc3F)c(C)o2)c1	i	33	-0.1
O=C(/C=C/c1cc([N+](=O)[O-])ccc1OC(F)F)Nc1cccc(OC(F)F)c1	i	37	-0.1
O=C(O)CCc1ccc(-c2ccccc2)n1CC1CCCO1 (stereo not given)	i	5	0.7
CN(C[C@@H](CC1CCCCC1)N(C[C@H](Cc1ccccc1)N(CCc1ccccc1)N=O)N=O)N=O	i	22	-1.5
CCCCc1ccc(C2C3=C(CC(C)(C)CC3=O)NC3=C2C(=O)c2ccccc23)cc1 (stereo not given)	i	17	-3.3
O=C1OC[C@@H]2CCCN2C(=O)[C@H](CC(=O)N(CCO)Cc2ccccc2)C/C=C\CC[C@H]1Cc1ccc(F)cc1	x	12	-0.5

An excerpt of these results, with values under each structure:
Each structure is followed by: KCNQ2 inh, OX1R antag, STK33 inh
Cc1ccc(C)c(-c2[nH]ncc2CN2CCCC(CO)(Cc3ccccc3C)C2)c1 (stereo not given)
    i, 4, 1.4
CC1CCC(NC(=O)CN2C(=O)c3ccccc3S2(=O)=O)CC1 (stereo not given)
    x, 4, -1.3
C=CCn1c(SCC(=O)O)nnc1-c1ccccc1
    i, 5, -2.9
Clc1ccc(-n2cc(-c3ccc(Br)cc3)[n+]3c2CCCCC3)cc1
    i, -1, 0.4
O=C(Cn1c(NCCO)nc2ccccc21)Nc1cccc(S(=O)(=O)N2CCCC2)c1
    x, 15, 0.1
O=C(NCCCn1ccnc1)c1cc(-c2ccc(Br)cc2)on1
    i, 15, -1.1
COc1ccc(CCN(C)C(=O)c2c(C)noc2C)cc1OC
    x, 3, -1.1
COc1cccc(-c2nc(CS(=O)(=O)CC(=O)Nc3ccc(F)cc3F)c(C)o2)c1
    i, 33, -0.1
O=C(/C=C/c1cc([N+](=O)[O-])ccc1OC(F)F)Nc1cccc(OC(F)F)c1
    i, 37, -0.1
O=C(O)CCc1ccc(-c2ccccc2)n1CC1CCCO1 (stereo not given)
    i, 5, 0.7
CN(C[C@@H](CC1CCCCC1)N(C[C@H](Cc1ccccc1)N(CCc1ccccc1)N=O)N=O)N=O
    i, 22, -1.5
CCCCc1ccc(C2C3=C(CC(C)(C)CC3=O)NC3=C2C(=O)c2ccccc23)cc1 (stereo not given)
    i, 17, -3.3
O=C1OC[C@@H]2CCCN2C(=O)[C@H](CC(=O)N(CCO)Cc2ccccc2)C/C=C\CC[C@H]1Cc1ccc(F)cc1
    x, 12, -0.5

(cont.)
SMILES	KCNQ2 inh	OX1R antag	STK33 inh
N#Cc1cccc(NC(=O)Cn2cnc(S(=O)(=O)N3CCOCC3)c2)c1	i	2	-1.7
Cn1c(N)c(C#N)c(C#N)c1-c1ccccc1	x	6	-0.7
Cc1c(N2C(=O)C(C)SC23C(=O)Nc2ccccc23)c(=O)n(-c2ccccc2)n1C (stereo not given)	i	9	0.1
COc1ccc(-c2csc3ncnc(N4CCN(S(=O)(=O)c5ccc(C)cc5)CC4)c23)cc1	i	2	0.1
O=C(COc1cccc(-n2cnnn2)c1)Nc1ccc([N+](=O)[O-])cc1	i	17	-1.3
CC[C@H](C)[C@H](NC(N)=O)C(=O)NNC(=O)c1ccc(COc2cccc3cccnc23)cc1	i	17	0.3
COc1cc(C(=O)N=c2sc3c(C)ccc(OC)c3n2C)cc(OC)c1OC	i	10	3.2
COc1ccccc1/C=C1/C(=O)N(c2ccc([N+](=O)[O-])cc2)N=C1C	i	12	-1.2
COc1ccc(CNC(=O)CSc2ncnc3ccccc23)cc1OC	i	13	-0.7
COc1ccc(-c2cn(Cc3ccc(C(=O)c4ccccc4)cc3)nn2)cc1	i	45	1.3
CCCN(CC(=O)Nc1ccc(F)c(F)c1F)C(=O)Cc1ccc(S(=O)(=O)N2CCOCC2)s1	x	5	-0.7
CN(CCC#N)C(=O)COC(=O)c1c2c(nc3ccccc13)/C(=C/c1ccco1)CC2	i	39	-0.6
COc1ccc(C(=O)C2CCCN(Cc3cccn3-c3nccs3)C2)cc1F (stereo not given)	i	20	0.1
O=C(CC1C(=O)NCCN1Cc1c(F)cccc1Cl)NCCCn1ccnc1 (stereo not given)	i	1	-1.2
C/C(=C\C(=O)c1ccccc1)Nc1ccc2c(c1)OCO2	i	30	0.7
CC1CCN(C(=O)CN2C(=O)C(=O)N(C)C2=O)c2ccccc2S1 (stereo not given)	x	9	-0.1
CCCNC(=S)N1CCC(NC(=O)C2CCCCC2)CC1	i	3	-2.9
O=c1[nH]nc(SCc2nnc(-c3cccc(Cl)c3)o2)n1C1CCCCC1	i	4	-0.5
Oc1ccccc1/C=N/Nc1nccnc1Cl	i	19	x
CC(C)c1ccc(NC(=O)COc2ccccn2)cc1	i	11	x
CC(C)NCC1CCc2cc(CO)c([N+](=O)[O-])cc2N1 (stereo not given)	i	25	-0.6
COc1cc(Cl)c(C)cc1NC(=O)CCCN1C(=O)CCC1=O	i	5	0.3
COC(=O)Cc1ccc(NC(=S)N2CCN(c3ccc(OC)cc3)CC2)cc1	i	3	-1.4
C=CCSc1nnc(CNC(=O)c2ccc(Cl)cc2)n1CC	i	9	0.1
COc1ccc(C(=O)C[n+]2ccccc2C)cc1	i	14	-1.3

Additional results.
SMILES	KCNQ2 inh	OX1R antag	STK33 inh
O=C(NCc1ccc(Cl)cc1)c1ccc(CSc2nc3ccncc3[nH]2)cc1	i	21	0.1
CCOC(=O)COc1ccccc1/C=N\NC(=O)c1cc2c(ccc3ccccc32)o1	i	x	1.5
CCOc1cc2c(cc1OCC)CN(CC(=O)Nc1ccccc1C(=O)NC1CC1)CC2	x	9	-1.5
COc1cccc2cc(C(=O)N(Cc3ccccc3)CC3CCCO3)c(=O)oc12 (stereo not given)	i	25	-0.5
CCCC(C)C(=O)Nc1ccc(NC(C)=O)cc1 (stereo not given)	i	10	-1.5
CCCCCCCCCC(=O)OCC(O)CO (stereo not given)	i	16	0.8
Cc1nc([N+](=O)[O-])cn1CC(O)c1ccc(-c2ccccc2)cc1 (stereo not given)	i	3	-0.1
CCn1c(N)c(C(=O)NC2CCCCC2)sc1=S	i	9	0.7
Cc1ccccc1NC(=O)CCCSc1nc2ccccc2s1	i	27	-1.7
